Assay outcomes as filed in PubChem BioAssay.
EP2 mod: modulates human prostaglandin E2 receptor EP2 signaling. P43116. EP2-expressing cells, cAMP HTRF FRET, PGE2 co-stimulation. induction, % at 25 µM. 260,000 compounds, 0.83% hits. AID 940;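 active = compounds whose cAMP rise, as percent of the full-agonist control response, exceeds 60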;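 also: rat C6 glioma line stably carrying human EP2 under a CMV promoter; the protocol text gives 20 µM as final concentration; 100% = response of wells given 1 µM PGE2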
Target sequence (P43116 whole entry, looked up): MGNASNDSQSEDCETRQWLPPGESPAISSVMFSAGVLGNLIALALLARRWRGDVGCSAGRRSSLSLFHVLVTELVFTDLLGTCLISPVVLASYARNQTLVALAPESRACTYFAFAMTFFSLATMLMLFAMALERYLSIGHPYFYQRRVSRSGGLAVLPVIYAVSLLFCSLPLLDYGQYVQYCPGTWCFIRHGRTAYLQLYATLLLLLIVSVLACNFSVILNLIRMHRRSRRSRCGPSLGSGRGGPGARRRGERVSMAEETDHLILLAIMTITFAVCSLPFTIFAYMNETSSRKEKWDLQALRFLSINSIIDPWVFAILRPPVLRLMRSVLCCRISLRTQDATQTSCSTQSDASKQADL
EP2 antag: blocks the human prostaglandin E2 receptor EP2. C6 glioma cells expressing human EP2, cAMP TR-FRET; cells stimulated with saturating PGE2. 260,000 compounds, 0.52% hits. AID 1422. inhibition, % at 25 µM. P43116;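 active = percent inhibition above 40 after rounding to a whole number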;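 also: rat C6 glioma host cells with rolipram phosphodiesterase inhibitor present; the protocol text gives 20 µM as final concentration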
zVAD death inh: blocks zVAD induced death of L929 cells. 220,000 compounds, 0.38% hits. L929 zVAD necroptosis rescue, ATP luminescence, 24 h; with zVAD 60 µM. viability rescue, % at 10 µM;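 active = activation, scaled between plate controls, above about 75%, limit read from the data; inactive = activation under that limit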;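 also: 0% = zVAD with DMSO and 100% = DMSO alone without zVAD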
Runt-CBFb FRET: blocks binding of human RUNX1 Runt domain to CBFb. 220,000 compounds, 0.46% hits. Q01196+Q13951. inhibition, % at 20 µM. AID 1496. Cerulean-Runt/Venus-CBFb FRET ratio 530/480, 1 h;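 active = inhibition over about 50% at 20 µM in the single-dose screen, limit read from the data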;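 also: 0% = DMSO wells and 100% = excess unlabeled CBFb competitor control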
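Reagent – Venus-CBFb binding partner, 100 nM · Assay system – Cerulean-tagged RUNX1 Runt domain (FRET donor) fusion protein · Input – 100 nM per protein · Incubation – two 1 h room-temperature incubations shielded from light · Measured by – FRET fluorescence · Medium – Tris buffer pH 7.5 with salts and BSA · Benchmarks – unlabeled CBFb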
RBBP9 inh: inhibitors of human serine hydrolase RBBP9; O75884; inhibition, % at 7.94 µM; recombinant RBBP9, FP-Rh probe fluorescence polarization; AID 1515; 220,000 compounds, 0.2% hits;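 active = inhibition above the campaign mean of all tested compounds plus 3 SD, cut at about 14% in these data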;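 also: plate controls were DMSO wells with RBBP9 for no effect and wells lacking RBBP9 protein for full effect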
Target sequence (O75884 whole entry, looked up): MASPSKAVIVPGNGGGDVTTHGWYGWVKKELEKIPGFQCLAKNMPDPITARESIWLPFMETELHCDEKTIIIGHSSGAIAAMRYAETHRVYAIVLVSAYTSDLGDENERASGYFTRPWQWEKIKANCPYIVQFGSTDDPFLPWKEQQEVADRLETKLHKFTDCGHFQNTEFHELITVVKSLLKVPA
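Controls: DMSO-treated enzyme wells and wells lacking RBBP9 | Material: RBBP9 protein | Technique: Fluorescence polarization | Replication: Single well per compound, no replicates | Buffer or medium: Tris-NaCl-Pluronic buffer, pH 8.0 | Timing: 30 min compound preincubation, 45 min probe labeling, 25 °C | Read-out basis: Percent inhibition from mP, scaled between DMSO and no-protein wells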
TNF death inh: TNF-alpha cell death inhibition in Jurkat FADD-/- cells | Jurkat FADD-/- TNF necroptosis rescue, ATP luminescence, 24 h; 0 = TNF only, 100 = no-TNF cells | activation (protection from cell death), % at 10 µM | 220,000 compounds, 0.068% hits;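 active = activation, meaning protection from cell death, of at least 50% relative to plate controls; inactive = activation below 50%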;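 also: necroptosis triggered by 40 ng/mL TNF-alpha added together with compound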
Hck Nef HTS: blocks Nef-activated human Hck kinase; P08631; 220,000 compounds, 0.68% hits; Recombinant Hck-YEEI plus Nef, Z-Lyte FRET kinase assay; inhibition, % at 20 µM;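 active = Hck-Nef kinase inhibition above about 50%, limit read from the data; inactive = inhibition below that limit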;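 also: 0% = DMSO with Hck plus Nef and 100% = Hck alone without Nef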
Target sequence (P08631 whole entry, looked up): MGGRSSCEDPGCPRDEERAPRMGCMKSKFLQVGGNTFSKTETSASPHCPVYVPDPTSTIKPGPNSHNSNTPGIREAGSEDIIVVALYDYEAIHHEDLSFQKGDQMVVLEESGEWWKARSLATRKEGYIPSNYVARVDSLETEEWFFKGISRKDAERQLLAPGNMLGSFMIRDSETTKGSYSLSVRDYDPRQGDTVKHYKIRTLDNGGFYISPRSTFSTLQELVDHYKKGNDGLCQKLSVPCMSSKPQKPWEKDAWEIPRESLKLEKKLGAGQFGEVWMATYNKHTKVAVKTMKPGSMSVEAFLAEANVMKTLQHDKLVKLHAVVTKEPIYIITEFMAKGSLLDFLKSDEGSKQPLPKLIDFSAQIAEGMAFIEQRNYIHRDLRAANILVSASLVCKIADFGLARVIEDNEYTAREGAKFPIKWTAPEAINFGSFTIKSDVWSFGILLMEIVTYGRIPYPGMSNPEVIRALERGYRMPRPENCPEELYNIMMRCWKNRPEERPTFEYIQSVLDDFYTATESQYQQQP
Runt-SMMHC FRET: blocks binding of human RUNX1 Runt domain to CBFb-SMMHC | Q01196+Q13951 | 220,000 compounds, 0.74% hits | inhibition, % at 20 µM | Cerulean-Runt/Venus-CBFb-SMMHC FRET ratio 530/480, 1 h;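 active = mean inhibition across duplicate retests at 20 µM reaching about 50%, limit read from the data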;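 also: 0% = DMSO wells and 100% = wells with excess untagged CBFb-SMMHC; inhibitors lower the FRET ratio by blocking Runt binding to CBFb-SMMHC; some results filed as inactive read as strong as hits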
PERK inhibitor: human PERK inhibition, primary cell-based screen. inhibition, % at 5.6 µM. Q9NZJ5. 220,000 compounds, 0.17% hits. CHO PERK-DD fusion, SEAP luminescence translation reporter;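 active = inhibition above the mean inhibition of all tested compounds plus 3 SD, set separately per screening campaign, cut at about 2.9% in these data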;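 also: PERK kinase domain activated by AP20187 dimerizer at 100 nM; 0% = DMSO with dimerizer and 100% = rapamycin at 8.4 µM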
* = called active by the depositor; & = joins results of further samples. A portion of the library; count on the stated rates, not on these rows.

What do the screens show for `Cc1ccc(S(=O)(=O)c2c(CO)c(-c3ccccc3)nn2C)cc1`?
EP2 mod: -79; EP2 antag: 8; zVAD death inh: 4.1; Runt-CBFb FRET: 0; RBBP9 inh: 5; TNF death inh: 1.0; Hck Nef HTS: 24; Runt-SMMHC FRET: 0; PERK inhibitor: 1.4

How did Cc1ccc(C)c(NC(=S)N2CCC(c3nc4ccccc4s3)CC2)c1 do in these assays?
EP2 mod: -41; EP2 antag: 8; zVAD death inh: 0.9; Runt-CBFb FRET: 1; RBBP9 inh: -3; TNF death inh: -7.8; Hck Nef HTS: 0; Runt-SMMHC FRET: -4; PERK inhibitor: -0.3

What do the screens show for `OC(COc1ccc2c(c1)CCC2)Cn1cnc2ccccc21` (stereo unspecified)?
EP2 mod: 15; EP2 antag: 2; Runt-CBFb FRET: -1; RBBP9 inh: -2; TNF death inh: -1.3; Hck Nef HTS: 3; Runt-SMMHC FRET: -7; PERK inhibitor: -0.4

How did CCOC(=O)c1cnc2ccccc2c1NCCO do in these assays?
EP2 mod: -3&-6; EP2 antag: 10&11; zVAD death inh: 1.7; Runt-CBFb FRET: -1; RBBP9 inh: 8; TNF death inh: 4.3; Hck Nef HTS: 2; Runt-SMMHC FRET: 0; PERK inhibitor: 0.8

Results for NC(=O)COn1c(SCC(N)=O)nc2ccccc2c1=O ?
EP2 mod: 9; EP2 antag: 15; zVAD death inh: 1.6; Runt-CBFb FRET: 2; RBBP9 inh: -6; TNF death inh: 4.8; Hck Nef HTS: 3; Runt-SMMHC FRET: -6; PERK inhibitor: -0.3

Results for CCc1ccc(C(=O)OCC(=O)c2c(N)n(CC(C)C)c(=O)n(C)c2=O)cc1 ?
EP2 mod: -38; EP2 antag: 1; zVAD death inh: -0.4; Runt-CBFb FRET: -5; RBBP9 inh: -7; TNF death inh: -2.4; Hck Nef HTS: 20; Runt-SMMHC FRET: -9; PERK inhibitor: 0.0

How did O=C(Nc1ccccc1)N1CCn2c(nc3ccccc32)C1 do in these assays?
EP2 mod: -7; EP2 antag: 5; zVAD death inh: -0.1; Runt-CBFb FRET: 3; RBBP9 inh: -1; TNF death inh: 2.3; Hck Nef HTS: 0; Runt-SMMHC FRET: 2; PERK inhibitor: 0.2

How did Cc1ccc(C(=O)N2CCc3ccccc32)o1 do in these assays?
EP2 mod: -38; EP2 antag: 4; zVAD death inh: 0.9; Runt-CBFb FRET: -6; RBBP9 inh: 1; TNF death inh: -1.4; Hck Nef HTS: 0; Runt-SMMHC FRET: -6; PERK inhibitor: -0.3

Results for Cc1c(C(=O)C(=O)N2c3ccccc3CC2C)c2ccccc2n1C (stereo unspecified) ?
EP2 mod: -10; EP2 antag: -1; zVAD death inh: 0.7; Runt-CBFb FRET: 0; RBBP9 inh: -7; TNF death inh: -7.2; Hck Nef HTS: 20; Runt-SMMHC FRET: 2; PERK inhibitor: 0.4

Results for OCCN1CCN(c2nc(N3CCCCC3)nc(N3CCCCC3)n2)CC1 ?
EP2 mod: 10; EP2 antag: 0; zVAD death inh: -0.1; Runt-CBFb FRET: -3; RBBP9 inh: -7; TNF death inh: -0.4; Hck Nef HTS: 2; Runt-SMMHC FRET: -10; PERK inhibitor: -1.0

Looked up by compound from the entries so far:
What do the screens show for `OC(COc1ccc2c(c1)CCC2)Cn1cnc2ccccc21` (stereo unspecified)?
EP2 mod: 15; EP2 antag: 2; Runt-CBFb FRET: -1; RBBP9 inh: -2; TNF death inh: -1.3; Hck Nef HTS: 3; Runt-SMMHC FRET: -7; PERK inhibitor: -0.4

How did CCOC(=O)c1cnc2ccccc2c1NCCO do in these assays?
EP2 mod: -3&-6; EP2 antag: 10&11; zVAD death inh: 1.7; Runt-CBFb FRET: -1; RBBP9 inh: 8; TNF death inh: 4.3; Hck Nef HTS: 2; Runt-SMMHC FRET: 0; PERK inhibitor: 0.8

Carrying on.
Results for COC(=O)c1cn(NC(=O)c2cc(OC)c(OC)c(OC)c2)c(=O)c2ccccc12 ?
EP2 mod: 8; EP2 antag: 14; zVAD death inh: 0.1; RBBP9 inh: -5; TNF death inh: -0.4; Hck Nef HTS: -2; Runt-SMMHC FRET: -2; PERK inhibitor: -0.2

How did O=C1Nc2cc(C(=O)N3CCN(Cc4ccccc4)CC3)ccc2SC1N1CCOCC1 (stereo unspecified) do in these assays?
EP2 mod: 3; zVAD death inh: -0.3; Runt-CBFb FRET: 0; RBBP9 inh: -4; TNF death inh: -3.6; Hck Nef HTS: 2; Runt-SMMHC FRET: 0; PERK inhibitor: -0.1

How did CCOc1cc(C2Nc3cccc4cccc(c34)N2)ccc1O do in these assays?
EP2 mod: -3; EP2 antag: 4; zVAD death inh: -0.6; Runt-CBFb FRET: -2; RBBP9 inh: -1; TNF death inh: -13; Hck Nef HTS: 4; Runt-SMMHC FRET: -36; PERK inhibitor: 2.5

Results for COc1ccc(NC(=O)NC2CC3CCCC(C2)N3Cc2ccccc2)cc1 (stereo unspecified) ?
EP2 mod: -89&-19; EP2 antag: 13&11; zVAD death inh: -0.2; Runt-CBFb FRET: -3; RBBP9 inh: -2; TNF death inh: -0.5; Hck Nef HTS: 1; Runt-SMMHC FRET: 0; PERK inhibitor: -0.8

How did COC(=O)c1c(NS(=O)(=O)c2ccccc2)csc1C do in these assays?
EP2 mod: 12; EP2 antag: 5; zVAD death inh: 0.2; Runt-CBFb FRET: 0; RBBP9 inh: -3; TNF death inh: 0.9; Hck Nef HTS: 15; Runt-SMMHC FRET: 0; PERK inhibitor: 0.6

How did Cn1c(COc2ccc(Cl)cc2)nnc1SCc1ncc(-c2ccccc2)o1 do in these assays?
EP2 mod: -18; EP2 antag: 3; zVAD death inh: 0.2; Runt-CBFb FRET: -3; RBBP9 inh: 4; TNF death inh: 0.6; Hck Nef HTS: 0; Runt-SMMHC FRET: 0; PERK inhibitor: 0.1

How did COc1cc(/C=N/NC(=O)C(=O)N2CCCC2)ccc1O do in these assays?
EP2 mod: 29; EP2 antag: 15; zVAD death inh: -0.3; Runt-CBFb FRET: 3; RBBP9 inh: -5; TNF death inh: -3.0; Hck Nef HTS: 2; Runt-SMMHC FRET: 2; PERK inhibitor: 1.0

What do the screens show for `COc1ccc(-n2c(-c3cnccn3)n[nH]c2=S)cc1`?
EP2 mod: 38; EP2 antag: 4; zVAD death inh: 0.3; Runt-CBFb FRET: 4; RBBP9 inh: 6; TNF death inh: -0.1; Hck Nef HTS: 1; Runt-SMMHC FRET: 3; PERK inhibitor: 1.5

How did O=C(OCc1cc2ccccc2[nH]c1=O)c1cccnc1 do in these assays?
EP2 mod: -16; EP2 antag: 17; zVAD death inh: 1.7; Runt-CBFb FRET: -1; RBBP9 inh: 1; TNF death inh: -0.2; Hck Nef HTS: 0; Runt-SMMHC FRET: 2; PERK inhibitor: 0.5

What do the screens show for `Cc1ccc(NC(=O)c2cc(S(=O)(=O)N3CCC4(CC3)OCCO4)ccc2F)cc1`?
EP2 mod: -3; EP2 antag: 10; zVAD death inh: 0.8; Runt-CBFb FRET: -4; RBBP9 inh: -2; TNF death inh: 1.0; Hck Nef HTS: 1; Runt-SMMHC FRET: 0; PERK inhibitor: -1.0

How did O=C(CSc1nnc(Cc2ccccc2)n1-c1ccc(F)cc1)N1CCOCC1 do in these assays?
EP2 mod: 8; EP2 antag: 2; zVAD death inh: -0.9; Runt-CBFb FRET: -1; RBBP9 inh: 8; TNF death inh: -1.3; Hck Nef HTS: 0; Runt-SMMHC FRET: 1; PERK inhibitor: 0.4

How did COc1ccccc1Nc1ccc(S(=O)(=O)N2CCCCC2)cc1[N+](=O)[O-] do in these assays?
EP2 mod: 14; EP2 antag: 10; zVAD death inh: 1.2; Runt-CBFb FRET: -2; RBBP9 inh: -3; TNF death inh: 2.8; Hck Nef HTS: 3; Runt-SMMHC FRET: 6; PERK inhibitor: 0.7

Results for O=C(c1ccco1)N1CCN(C(=O)C2CCCN(S(=O)(=O)c3cccc4nsnc34)C2)CC1 (stereo unspecified) ?
EP2 mod: 4; EP2 antag: 4; zVAD death inh: 0.2; Runt-CBFb FRET: 2; RBBP9 inh: -6; TNF death inh: -0.8; Hck Nef HTS: 8; Runt-SMMHC FRET: -1; PERK inhibitor: 0.2

How did O=C(CN1C(=O)CSc2ncccc21)N1CCOCC1 do in these assays?
EP2 mod: 4; EP2 antag: 11; zVAD death inh: 0.2; Runt-CBFb FRET: 0; RBBP9 inh: -10; TNF death inh: 0.9; Hck Nef HTS: -3; Runt-SMMHC FRET: 3; PERK inhibitor: 1.9

How did CCOC(=O)c1ccc(N=C2C(=S)N(c3ccc(C(=O)OCC)cc3)C(=N)N2/N=C/c2ccccc2)cc1 do in these assays?
EP2 mod: -5; EP2 antag: 9; zVAD death inh: -0.8; Runt-CBFb FRET: 0; RBBP9 inh: -11; TNF death inh: -11; Hck Nef HTS: 6; Runt-SMMHC FRET: -1; PERK inhibitor: -0.7

How did CCOC(=O)C1=C(C)Nc2sc(C(=O)c3ccc(C)cc3)c(N)c2C1c1ccc(C(=O)OC)cc1 (stereo unspecified) do in these assays?
EP2 mod: -2; EP2 antag: 1; zVAD death inh: 1.8; Runt-CBFb FRET: -161; RBBP9 inh: -6; TNF death inh: 4.8; Hck Nef HTS: 22; Runt-SMMHC FRET: -39; PERK inhibitor: -1.0

What do the screens show for `CCN(CC)c1ccc(/C=N/NC(=O)Nc2ccccc2)cc1`?
EP2 mod: -13; EP2 antag: 8; zVAD death inh: 5.5; Runt-CBFb FRET: -8; RBBP9 inh: 3; TNF death inh: 0.8; Hck Nef HTS: -7; Runt-SMMHC FRET: -11; PERK inhibitor: 0.8

What do the screens show for `CC(NC(c1ccccc1)c1ccccc1)C(=O)N1CCCc2ccccc21` (stereo unspecified)?
EP2 mod: 66*; EP2 antag: 8; zVAD death inh: 0.6; Runt-CBFb FRET: -6; RBBP9 inh: -4; TNF death inh: 2.0; Hck Nef HTS: -1; Runt-SMMHC FRET: 3; PERK inhibitor: -0.5

How did COCCCNC(=O)C(C#N)c1nc2ccccc2nc1N1CCN(Cc2ccccc2)CC1 (stereo unspecified) do in these assays?
EP2 mod: 1; EP2 antag: 14; zVAD death inh: -0.3; Runt-CBFb FRET: 24; RBBP9 inh: -13; TNF death inh: -1.0; Hck Nef HTS: -17; Runt-SMMHC FRET: 24; PERK inhibitor: -0.7

What do the screens show for `O=C1CC(c2ccccc2)CC(O)=C1C=Nc1ccc(Cl)cc1` (stereo unspecified)?
EP2 mod: 3; EP2 antag: 9; zVAD death inh: -0.6; Runt-CBFb FRET: 0; RBBP9 inh: -2; TNF death inh: -3.0; Hck Nef HTS: 3; Runt-SMMHC FRET: 1; PERK inhibitor: 0.0

What do the screens show for `Cc1cccc(N2C(=O)NC3(CCCCC3)C2=O)c1`?
EP2 mod: 7; EP2 antag: 5; zVAD death inh: -0.1; Runt-CBFb FRET: 0; RBBP9 inh: -2; TNF death inh: 0.3; Hck Nef HTS: -2; Runt-SMMHC FRET: -2; PERK inhibitor: 1.0
